# Large T inhibition: SV40 large T antigen inhibitors, biochemical (AID 1903) | SV40 large T antigen ATPase/helicase inhibition assay; higher % means a stronger effect | 310,000 compounds, 0.39% hits | inhibition, % at 20 µM, or IC50 in µM where a hit was titrated; in the data active = a potency from the dose series; inconclusive = inhibition mostly from about 32% at the one dose, without a potency; inactive = the rest, 99 in 100 with inhibition below about 32%; note: strong numbers were not always called active
# CSM14.1 death rescue: protection against thapsigargin-triggered cell killing – 384-well, CSM14.1, ATP luminescence, primary screen (AID 1222); cellular ATP content (survival), % at 20 µM, or EC50 in µM where a hit was titrated; CSM14.1 thapsigargin-induced death rescue, ATP luminescence; higher % means a stronger effect; 190,000 tested, under 10 active;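 active = EC50 below 50 µM in the dose-response confirmation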;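 note: death triggered by thapsigargin at about 15 µM added after 2 h compound pretreatment; cell ATP read after overnight thapsigargin exposure of roughly 18 to 22 hours; normalized against plate controls of thapsigargin alone and 5% DMSO vehicle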
# PhoP inhibition: PhoP-dependent GFP reporter repression – Salmonella Typhimurium, primary screen (AID 1863); 300,000 compounds, 0.16% hits; one-dose inhibition, % at 50 µM; IC50 in µM for titrated hits; S. Typhimurium PhoP-regulated promoter GFP reporter, 4 h; higher % means a stronger effect;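 active = inhibition over 29.93%, a cutoff 3 SD above the screen mean, later confirmed by dose response; inconclusive = inhibition over 29.93% but no dose response follow-up; inactive = inhibition at most 29.93% or unconfirmed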;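 note: 0% = low Mg2+ inducing control and 100% = high Mg2+ repressing control; strong numbers were not always called active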
# NS5 inhibitors: flavivirus cap methylation enzyme inhibition – biochemical, confirmation dose response, primary screen (AID 588689). Dengue-2 NS5 methyltransferase capping enzyme assay, biochemical; higher % means a stronger effect. 340,000 compounds, 0.3% hits. one-dose inhibition, % at 25 µM; IC50 in µM for titrated hits; in the data active = a potency from the dose series; inconclusive = inhibition above about 29% without an active follow-up result
# West Nile antiviral: West Nile virus antiviral activity, cell-based, CPE readout (AID 1621); West Nile virus-infected cells, CPE inhibition; higher % means a stronger effect; CPE inhibition, % at 10 µM; hits with a dose series show IC50 in µM; 290,000 compounds, 0.02% hits; in the data active = a potency from the dose series; inconclusive = CPE inhibition mostly from about 3.7% at the one dose, without a potency; inactive = the rest, 99 in 100 with CPE inhibition below about 2.2%; note: strong numbers were not always called active
# LYP inhibition: inhibitors of LYP phosphatase, biochemical, fluorescence intensity, uHTS (AID 1779). one-dose inhibition, % at 11.5 µM; IC50 in µM for titrated hits. recombinant LYP phosphatase, fluorescence intensity; higher % means a stronger effect. 290,000 compounds, 0.054% hits; in the data active = inhibition above about 50%;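 note: plate controls were vehicle with enzyme for no effect and no enzyme for full effect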
# GPR35 antagonists: GPR35 antagonists blocking zaprinast-driven arrestin recruitment, primary screen, imaging, U2OS, beta-arrestin-GFP, zaprinast agonist (AID 2058). U2OS GPR35 beta-arrestin-GFP translocation imaging, zaprinast antagonism; higher % means a stronger effect. 290,000 compounds, 0.052% hits. one-dose inhibition, % at 10 µM; IC50 in µM for titrated hits;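 active = inhibition of at least 50% with at least 30 cells and total cytoplasm GFP at most 10,000,000; inconclusive = under 30 cells or total GFP of 10,000,000 plus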
# Rac1 GTP hydrolysis: MgcRacGAP GTPase-activating activity inhibitors, confirmation, biochemical, ADP Hunter fluorescence. MgcRacGAP-stimulated Rac1 GTP hydrolysis, ADP Hunter fluorescence; higher % means a stronger effect; GST-tagged Rac1 F28L mutant substrate. one-dose inhibition, % at 30 µM; IC50 in µM for titrated hits. 340,000 compounds, 0.6% hits;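 active = first-screen hits whose inhibition reached a set limit at any dose in the follow-up dose series; inconclusive = inhibition above the set first-screen limit but never retested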;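 note: fluorescence reports GDP produced by GAP-driven GTP hydrolysis; strong numbers were not always called active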
# RSV antiviral HEp-2: RSV antiviral activity via CPE protection, HEp-2 cells, primary 10 µM value included (AID 2391). HEp-2 cells, RSV-induced CPE inhibition; higher % means a stronger effect. CPE inhibition, % at 10 µM; hits with a dose series show IC50 in µM. 310,000 compounds, 0.13% hits; in the data active = a potency from the dose series; inconclusive = CPE inhibition mostly from about 23% at the one dose, without a potency; inactive = the rest, 99 in 100 with CPE inhibition below about 21%; note: strong numbers were not always called active
# NS5 inhibitors pilot replicate: also measured in NS5 inhibitors; calls as there; inhibition, %; measured here: pilot screen replicate inhibition
# * hit, by the source's call; ? = inconclusive; / = not tested or not shown.
SMILES,Large T inhibition,CSM14.1 death rescue,PhoP inhibition,NS5 inhibitors,West Nile antiviral,LYP inhibition,GPR35 antagonists,Rac1 GTP hydrolysis,RSV antiviral HEp-2,others
CCCCCOc1ccc(N2C(=O)CC(N(O)c3ccccc3)C2=O)cc1 (stereo not drawn),22%,-0.2%,-2%,-8%,-0.3%,-7%,-11%,7%,0.8%,
COc1ccc(CN(C)C(=O)c2ccc3ccccc3n2)cc1F,30%,/,-2%,-1%,-0.5%,0%,-4%,8%,3.0%,
CCOc1ccc(S(=O)(=O)N2CCN(Cc3ccc4c(c3)OCO4)CC2)cc1C,-1%,/,1%,3%,-0.2%,-6%,-9%,5%,21%,
S=c1nc(-c2ccccc2)n(CCN2CCOCC2)c2c1CCCC2,7%,2.1%,6%,5%,-0.5%,-6%,-10%,1%,-1.2%,
CCOC(=O)N1CCN(C(=O)C2CCCN(c3ncnc4c3nc3n4CCCCC3)C2)CC1 (stereo not drawn),21%,/,1%,-12%,-0.3%,-8%,3%,4%,0.4%,
CCNC(=O)NC(=O)CSc1nc2ccccc2n1CCOC,9%,0.3%,7%,4%,-0.4%,4%,6%,5%,4.4%,
CCOc1ccc(C(CC(=O)O)NC(=O)COc2ccc3ccccc3c2)cc1OC (stereo not drawn),3%,/,-1%,-4%,0.0%,-6%,3%,3%,2.1%,
O=C(Cc1ccccc1)NCc1cccnc1,5%,0.4%,0%,-3%,0.1%,-8%,13%,5%,2.9%,
O=C(CCNC(=O)C1CCN(S(=O)(=O)c2ccccc2)CC1)NCCc1ccc(Cl)cc1,7%,/,-8%,-13%,-0.3%,-5%,0%,14%,5.0%,
CCOc1ccc(Nc2oc(-c3ccco3)nc2C#N)cc1,17%,-1.6%,-8%,-2%,-0.2%,-8%,8%,7%,7.9%,
O=C(Nc1ccc(N=Nc2ccccc2)cc1)c1cccc(Cl)c1,11%,-3.1%,0%,0%,/,-2%,2%,11%,-1.1%,
Cn1c(N)c(C(=O)COC(=O)CCc2ccccc2)c(=O)n(C)c1=O,4%,-1.6%,5%,-1%,0.1%,-5%,-6%,7%,2.3%,
Cn1c(=O)c(C(=O)CSc2ccccc2)c(N)n(Cc2ccccc2)c1=O,6%,-7.3%,5%,-14%,-0.6%,-6%,-10%,-1%,-1.1%,
COc1ccccc1NC(=O)COC(=O)C1CC1,2%,-1.0%,6%,-11%,-0.2%,-2%,-13%,4%,-0.2%,
CCOC(=O)C1CCN(C(=O)c2ccc3snnc3c2)CC1,7%,0.9%,3%,1%,0.2%,-4%,-4%,12%,0.3%,
COc1ccc(CC(=O)O)cc1O,10%,-0.1%,-10%,-3%,0.1%,-2%,10%,11%,-0.9%,
CC1CN(C(=O)COC(=O)c2cc(Cl)ccc2Cl)CC(C)O1 (stereo not drawn),-1%,0.0%,3%,-9%,1.1%,-8%,7%,5%,1.3%,
CC(C)CC(OC(=O)c1ccc(Cl)nc1)C(=O)NC1CCCC1 (stereo not drawn),9%,/,4%,0%,-0.6%,-6%,11%,0%,0.9%,
Cc1nn(-c2ccccc2)c(N2CCCCC2)c1/C=N/O,9%,-2.4%,2%,1%,-0.4%,-5%,0%,2%,-0.8%,
O=C(O)c1cccc(N2C(=O)c3ccc(Oc4ccc(Cl)cc4)cc3C2=O)c1,9%,1.4%,4%,12%,0.1%,-5%,-8%,4%,1.1%,
O=C(CSc1nc2ccccc2o1)N1c2ccccc2Sc2ccccc21,13%,-0.6%,-16%,-1%,-2.2%,-4%,-3%,4%,12%,
Cn1cc(C(=O)NCCN2CCN(c3cccc(Cl)c3)CC2)c2c3ccccc3n(C)c2c1=O,-1%,1.7%,1%,-1%,/,5%,-8%,2%,4.1%,
O=C1N[C@@H](Cc2cn(S(=O)(=O)c3ccc([N+](=O)[O-])cc3)c3ccccc23)C(=O)N[C@H]1Cc1ccccc1,10%,/,0%,-4%,-0.3%,/,/,5%,20%,
Cc1c(CCC(=O)O)c(=O)oc2cc(OCc3cccc(F)c3)ccc12,26%,/,-2%,1%,-0.2%,-9%,-14%,6%,0.4%,
COc1ccc(NC(=O)c2c(C(F)(F)F)nn(C)c2SCc2ccccc2)cc1,9%,2.4%,-14%,2%,-0.8%,-3%,8%,5%,13%,NS5 inhibitors pilot replicate=-3.9

# Fetched by compound from above, two records:
SMILES,Large T inhibition,CSM14.1 death rescue,PhoP inhibition,NS5 inhibitors,West Nile antiviral,LYP inhibition,GPR35 antagonists,Rac1 GTP hydrolysis,RSV antiviral HEp-2,others
Cn1c(N)c(C(=O)COC(=O)CCc2ccccc2)c(=O)n(C)c1=O,4%,-1.6%,5%,-1%,0.1%,-5%,-6%,7%,2.3%,
CCOC(=O)C1CCN(C(=O)c2ccc3snnc3c2)CC1,7%,0.9%,3%,1%,0.2%,-4%,-4%,12%,0.3%,

# The listing picks up; the 3 compounds before the break are reprinted first.
SMILES,Large T inhibition,CSM14.1 death rescue,PhoP inhibition,NS5 inhibitors,West Nile antiviral,LYP inhibition,GPR35 antagonists,Rac1 GTP hydrolysis,RSV antiviral HEp-2,others
O=C1N[C@@H](Cc2cn(S(=O)(=O)c3ccc([N+](=O)[O-])cc3)c3ccccc23)C(=O)N[C@H]1Cc1ccccc1,10%,/,0%,-4%,-0.3%,/,/,5%,20%,
Cc1c(CCC(=O)O)c(=O)oc2cc(OCc3cccc(F)c3)ccc12,26%,/,-2%,1%,-0.2%,-9%,-14%,6%,0.4%,
COc1ccc(NC(=O)c2c(C(F)(F)F)nn(C)c2SCc2ccccc2)cc1,9%,2.4%,-14%,2%,-0.8%,-3%,8%,5%,13%,NS5 inhibitors pilot replicate=-3.9
CC(=O)c1c(C)[nH]c(C(=O)NC2CCSc3ccccc32)c1C (stereo not drawn),22%,/,-5%,4%,-1.1%,-7%,-14%,7%,6.8%,
O=C(CSc1ccc(-c2ccco2)nn1)NCc1ccccc1,20%,-1.9%,-6%,-7%,-0.5%,-4%,8%,10%,0.4%,
O=C(c1ccco1)N1CCN(c2ncnc3c(-c4ccccc4)nsc23)CC1,1%,-0.4%,-23%,0%,1.7%,-4%,13%,14%,?,
COc1ccc(C(=O)NC2c3ccccc3-c3ccccc32)cc1,16%,-2.6%,-12%,-8%,-0.2%,-2%,-9%,8%,3.2%,
CO/N=C/NC(=O)c1c(OC)ccnc1Oc1ccc(F)cc1,-3%,-0.3%,-7%,-8%,-0.3%,0%,-3%,4%,2.8%,
CCCNC(=O)N1CCN(C(c2ccccc2)c2ccccc2)CC1,1%,/,0%,1%,-0.5%,-8%,7%,8%,2.6%,
COCCCN1C(=O)C(O)=C(C(C)=O)C1c1ccccn1 (stereo not drawn),5%,-1.9%,7%,6%,-0.1%,2%,-9%,-3%,-0.1%,
Cc1nc(SCC(=O)Nc2c(C)n(C)n(-c3ccccc3)c2=O)nc(C)c1C,14%,-0.9%,-3%,3%,0.2%,-5%,9%,15%,1.0%,
COc1ccc(NC(=O)C(=O)NCC(c2ccco2)N2CCc3ccccc3C2)cc1OC (stereo not drawn),11%,/,-1%,4%,/,/,/,5%,0.2%,
Cc1ccc(C(=O)N(CC(=O)NC2CCCCC2)c2ccccc2F)s1,24%,2.5%,-6%,-9%,-1.6%,-5%,3%,-2%,5.3%,
COc1ccc(-n2c(=O)c3c(C)c(C)sc3n(Cc3cccc(F)c3)c2=O)c(OC)c1,8%,1.7%,-6%,-1%,-0.5%,8%,2%,9%,4.2%,
O=C(Nc1cc(-c2nn(CC(=O)N3CCCCC3)c(=O)c3ccccc23)ccc1N1CCOCC1)c1ccc(Cl)cc1,0%,-0.5%,-7%,-3%,-0.3%,-7%,19%,6%,-0.5%,
CNC(=O)CSc1nnc(-c2ccco2)n1-c1ccccc1,3%,/,0%,-3%,1.3%,-8%,6%,11%,2.2%,
O=c1c(/C=C(\O)c2ccccc2)nc2ccccc2n1-c1ccccc1,5%,2.9%,16%,-45%,1.0%,3%,-6%,3%,1.5%,
COc1ccc(NC(=S)NNc2ccc([N+](=O)[O-])cc2S(=O)(=O)Nc2ccc(C)cc2C)cc1,14%,-2.8%,9%,37%,-1.9%,8%,-16%,-1%,19%,
Cn1c(Cc2ccc3c(c2)OCO3)nnc1SCC(=O)NC(C)(C)C,5%,0.2%,-13%,-2%,0.3%,-7%,-7%,-1%,0.6%,
COc1ccc2c(C(=O)CN3CC(C)OC(C)C3)c[nH]c2c1 (stereo not drawn),5%,-2.7%,10%,-4%,0.0%,-13%,11%,13%,0.6%,
Cc1ccc(C)c(/C=N/Nc2nc3ccccc3c(=O)n2O)c1,6%,/,-4%,/,0.3%,1%,3%,/,7.5%,
Cc1ccc(S(=O)(=O)N2CCCC2C(=O)Nc2nc3ccccc3s2)cc1 (stereo not drawn),5%,/,-8%,-10%,-0.1%,6%,12%,11%,-1.3%,
COc1ccc(Cn2c(=O)[nH]c3cc(C(=O)NC4CCCC4)ccc3c2=O)cc1,2%,0.6%,10%,-3%,-0.4%,-2%,10%,13%,4.7%,
O=C(O)c1ccc(/C=C2\SC(=S)N(NC(=O)c3ccccc3)C2=O)cc1,7%,/,4%,8%,0.4%,-27%,17%,9%,4.3%,

# Arranged by SMILES length (rising): some entries from above
SMILES,Large T inhibition,CSM14.1 death rescue,PhoP inhibition,NS5 inhibitors,West Nile antiviral,LYP inhibition,GPR35 antagonists,Rac1 GTP hydrolysis,RSV antiviral HEp-2,others
COc1ccc(C(=O)NC2c3ccccc3-c3ccccc32)cc1,16%,-2.6%,-12%,-8%,-0.2%,-2%,-9%,8%,3.2%,
O=C(O)c1ccc(/C=C2\SC(=S)N(NC(=O)c3ccccc3)C2=O)cc1,7%,/,4%,8%,0.4%,-27%,17%,9%,4.3%,
COc1ccc(-n2c(=O)c3c(C)c(C)sc3n(Cc3cccc(F)c3)c2=O)c(OC)c1,8%,1.7%,-6%,-1%,-0.5%,8%,2%,9%,4.2%,

# Nothing new here: 3 of the compounds above.
SMILES,Large T inhibition,CSM14.1 death rescue,PhoP inhibition,NS5 inhibitors,West Nile antiviral,LYP inhibition,GPR35 antagonists,Rac1 GTP hydrolysis,RSV antiviral HEp-2,others
CC(=O)c1c(C)[nH]c(C(=O)NC2CCSc3ccccc32)c1C (stereo not drawn),22%,/,-5%,4%,-1.1%,-7%,-14%,7%,6.8%,
O=C(CSc1ccc(-c2ccco2)nn1)NCc1ccccc1,20%,-1.9%,-6%,-7%,-0.5%,-4%,8%,10%,0.4%,
O=C(c1ccco1)N1CCN(c2ncnc3c(-c4ccccc4)nsc23)CC1,1%,-0.4%,-23%,0%,1.7%,-4%,13%,14%,?,
